eLon inh – E. coli protease La inhibition; P0A9M0; purified E. coli Lon protease, fluorescence polarization; inhibition, % at 7.94 µM; AID 602123; 360,000 tested, 0.42% active; in the data active means inhibition above about 13%, passing the limit was not always enough;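 further: 0% = enzyme with probe and DMSO and 100% = no enzyme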
CSN deneddyl inh – blocks human CSN-mediated cullin deneddylation; inhibition, % at 12.5 µM; 360,000 tested, 0.38% active; Q92905; Purified CSN, SCF-Nedd8-OG deneddylation, fluorescence polarization;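 active means pattern-corrected inhibition above about 35%, with an unprinted fluorescence ratio check between 0.5 and 1.5, limit read from the data, passing the limit was not always enough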;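 further: 0% = enzyme with substrate and 100% = substrate without enzyme; some results filed as inactive read as strong as hits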
Target sequence (Q92905 whole entry, looked up, one chain of several): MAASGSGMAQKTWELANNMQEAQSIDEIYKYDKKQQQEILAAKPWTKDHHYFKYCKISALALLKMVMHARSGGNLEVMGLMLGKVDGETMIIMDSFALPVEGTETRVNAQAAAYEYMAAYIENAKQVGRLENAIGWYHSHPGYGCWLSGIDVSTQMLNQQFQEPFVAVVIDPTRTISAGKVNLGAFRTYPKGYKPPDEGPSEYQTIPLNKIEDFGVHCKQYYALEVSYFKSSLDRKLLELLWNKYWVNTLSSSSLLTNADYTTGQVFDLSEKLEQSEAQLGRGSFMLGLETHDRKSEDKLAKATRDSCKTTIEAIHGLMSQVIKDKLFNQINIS
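Material: purified human Csn5 enzyme expressed in HEK293T cells / Medium: Tris buffer pH 7.5, NaCl, DTT, Tween-20, trehalose, ovalbumin / Compound dosing: 12.5 µM single point / Schedule: 90 min incubation of compound, enzyme and substrate at room temperature / Signal: fluorescence polarization of the substrate / Control set: no-enzyme wells high, enzyme-with-substrate wells low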
Rpn11 block – inhibitors of human proteasome Rpn11. O00487. human 26S proteasome, Ub4-pepOG fluorescence polarization; 20S core pre-blocked with epoxomicin. calls only at 20 µM. 360,000 tested, 0.59% active. AID 588493;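 active means inhibition at 20 µM, scaled to each plate's controls, above about 33%, limit read from the data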
MLLE-PAM2 inh – blocks PAM2 peptide binding to the PABP1 MLLE domain. 360,000 tested, 0.36% active. P11940. inhibition, % at 20 µM. GST-MLLE / FITC-PAM2 fluorescence polarization; in the data active means inhibition above about 35%, passing the limit was not always enough;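 further: plate controls were DMSO wells with GST-MLLE for no effect and wells lacking GST-MLLE protein for full effect; some results filed as inactive read as strong as hits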
Target sequence (P11940 whole entry, looked up, the tested form may be a part): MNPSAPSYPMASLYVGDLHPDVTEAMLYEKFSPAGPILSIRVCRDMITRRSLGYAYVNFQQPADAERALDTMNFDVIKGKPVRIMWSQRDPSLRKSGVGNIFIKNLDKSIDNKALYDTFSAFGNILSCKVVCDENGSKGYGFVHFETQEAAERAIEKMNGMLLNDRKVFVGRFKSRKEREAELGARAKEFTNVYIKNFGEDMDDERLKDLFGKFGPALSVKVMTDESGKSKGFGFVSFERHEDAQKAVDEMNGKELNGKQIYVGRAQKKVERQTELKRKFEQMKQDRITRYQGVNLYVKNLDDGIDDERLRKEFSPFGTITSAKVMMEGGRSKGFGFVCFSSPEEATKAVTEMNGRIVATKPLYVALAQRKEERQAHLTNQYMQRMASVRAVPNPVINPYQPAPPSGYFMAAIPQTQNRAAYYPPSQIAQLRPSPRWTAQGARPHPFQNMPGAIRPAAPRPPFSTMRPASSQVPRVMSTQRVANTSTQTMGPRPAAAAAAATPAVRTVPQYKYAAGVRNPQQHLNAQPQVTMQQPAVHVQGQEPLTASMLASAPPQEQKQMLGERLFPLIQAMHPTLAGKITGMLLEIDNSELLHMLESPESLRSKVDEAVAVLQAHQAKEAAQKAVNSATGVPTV
Rin1-Abl PPI inh – blocks binding of human Rin1 to Abl; 360,000 tested, 0.4% active; P00519+Q13671; TR-FRET Rin1/Abl binding, biochemical; inhibition, % at 7.35 µM; AID 588664; in the data active means inhibition above about 5%, passing the limit was not always enough
bovine MsrA act – activators of bovine methionine sulfoxide reductase A | purified bovine MsrA, absorbance read-out | activation, % at 10.6 µM | 360,000 tested, 0.3% active; in the data active means activation above about 7.5%;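 further: 0% = vehicle and 100% = reference activator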
MsrA inhibitor – inhibitors of bovine MsrA. purified bovine MsrA, absorbance read-out. 360,000 tested, 0.75% active. inhibition, % at 15.5 µM; in the data active means inhibition above about 4.5%;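 further: 0% = vehicle wells with enzyme and 100% = reference inhibitor wells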
FAS-TE inh – inhibitors of human fatty acid synthase thioesterase domain; P49327; recombinant FAS-TE, OMFH fluorogenic substrate, fluorescence endpoint; inhibition, % at 15 µM; 360,000 tested, 0.67% active;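 active means compounds whose normalised, plate-corrected inhibition of enzyme fluorescence in the single-dose primary screen is 50% or more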;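 further: 0% = DMSO with enzyme and 100% = substrate without enzyme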
MT1-MMP act inh – blocks activation of human MT1-MMP; AID 651647; 360,000 tested, 0.061% active; GFP/RFP ratio change, % at 20 µM; HT1080 RFP-PRO-GFP cells, GFP/RFP ratio fluorescence, overnight; percent of plate control window, DMSO zero; P50281;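 active means GFP/RFP ratio change of at least 30% with cell ATP level not reduced by more than half and red fluorescence within 50% of control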; further: strong numbers were not always called active
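Compound: 20 µM single dose, 1% DMSO / System: HT1080 RFP-PRO-GFP cells / Controls: DMSO and RFP-L50D-GFP cell wells / Read-out basis: GFP/RFP fluorescence ratio / Schedule: overnight compound exposure at 37 °C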
An asterisk follows results filed as active; i = inactive; . = no result given; + = active, no number. Hits appear at their usual frequency; 3.7% or so of the library scored in one or more.

SMILES	eLon inh	CSN deneddyl inh	Rpn11 block	MLLE-PAM2 inh	Rin1-Abl PPI inh	bovine MsrA act	MsrA inhibitor	FAS-TE inh	MT1-MMP act inh
CCOC(=O)c1sc(CS(=O)(=O)c2ccc(Cl)cc2)nc1C	2	1	i	-2	-2	-2	0.1	2	-3
O=c1cnnc(Nc2cccc(C(F)(F)F)c2)[nH]1	-3	2	i	-6	-1	-4	1.7	-2	4
COCC(N)(c1ccccc1)c1nc2ccccc2n1C (centres undefined)	-2	0	i	3	-1	-3	-0.2	-5	1
O=C(Cc1ccccc1[N+](=O)[O-])NC1CC2CCC1C2 (centres undefined)	0	3	i	-2	0	-7	3.8	2	0
Cc1cc(Cl)ccc1OCc1nnc2n1CCCCC2	-9	-3	i	3	0	-4	1.3	-3	-1
Cc1noc(/C=C/N(C)C)c1S(=O)(=O)N1CCCC(C(=O)NC2CCCCC2C)C1 (centres undefined)	-38	-1	i	11	-2	-4	1.6	2	-2
O=c1[nH]cccc1-c1nc2ccccc2n1Cc1cccc(Cl)c1	2	7	i	7	1	2	0.4	-1	2
CCN(CC)c1ccc(CNc2nc3ccccc3n2CC)cc1	-4	6	i	2	-2	-3	-0.6	2	4
COc1ccccc1-c1sc2ccccc2c1-c1ccc2c(c1)OCCO2	-1	-6	i	21	-1	-3	4.3	28	-3
CC1=C(/C=C/C(C)=N\NC(=O)c2ccncc2)C(C)(C)CCC1	-6	4	i	-6	2	-11	1.8	-6	1
CCN(CC)S(=O)(=O)c1ccc(NC(=S)Nc2ccc(F)cc2)cc1	3	-2	i	27	0	-2	0.8	-1	3
CC[C@H](NC(=O)/C=C/[C@H]1O[C@@H](n2cc(C)c(=O)[nH]c2=O)C[C@@H]1O)c1ccccc1	7	-6	i	0	0	0	-0.7	-8	-117
Cc1cc(Cl)c2oc(C(=O)NCCN3CCOC3=O)c(C)c2c1	-1	1	i	8	2	2	-0.9	-3	2
COc1ccc(CCNc2nc(-c3ccc(NC(C)=O)cc3)cs2)cc1OC	-8	-2	i	2	-6	-3	-0.6	0	2
Brc1cc(Br)c2nc(-c3cccs3)ccc2c1	-2	-2	i	-18	-33	-2	0.6	20	-8
Cc1ccc2[nH]c(C(=O)N3CCN(C=O)CC3)cc2c1	-8	-4	i	-1	2	-1	0.7	-3	-3
O=C(NC(=O)N1CCCCC1)c1ccccc1	3	8	i	-8	2	-3	1.9	-4	-2
CCN(CC(=O)Nc1cc(C)c(Cl)cc1OC)CC(=O)NC1CCS(=O)(=O)C1 (centres undefined)	5	-1	i	-11	0	-2	0.3	-1	6
CC(C)(C)c1ccc(CC(=O)N2CCC2(C)C(=O)NS(=O)(=O)c2ccc(C#N)cc2)cc1 (centres undefined)	-2	0	i	3	0	-5	-0.8	6	3
O=c1[nH]nc(-c2ccccc2)cc1-c1ccccc1	-1	1	i	0	1	-13	0.3	1	5
CC(=O)NC(Cc1c[nH]c2ccccc12)C(=O)N1CCN(S(=O)(=O)c2ccccc2)CC1 (centres undefined)	-7	-2	i	-1	1	2	-0.9	-2	-2
CCC(C)(C)NC(=O)C(c1ccc(O)cc1)N(Cc1ccco1)C(=O)CCC(=O)Nc1ccccn1 (centres undefined)	2	-3	i	-7	3	-1	-0.3	-4	-2
CC1(C(=O)NS(=O)(=O)c2cccc(OC(F)F)c2)CCN1C(=O)Cc1cccs1 (centres undefined)	5	-6	i	10	-5	3	-0.5	-8	3
Cc1ccc(-c2cc(=O)c3ccccc3[nH]2)cc1	-5	4	i	-3	3	-1	0.2	-8	-1
Cc1ccc(S(=O)(=O)N(CC(=O)Nc2ccc(F)cc2)C(=O)N2CCN(C)CC2)cc1	1	-5	i	15	-1	-2	-0.2	-7	-4

Reprinted from the part before: 6 compounds, followed by the next part.
SMILES	eLon inh	CSN deneddyl inh	Rpn11 block	MLLE-PAM2 inh	Rin1-Abl PPI inh	bovine MsrA act	MsrA inhibitor	FAS-TE inh	MT1-MMP act inh
O=c1[nH]nc(-c2ccccc2)cc1-c1ccccc1	-1	1	i	0	1	-13	0.3	1	5
CC(=O)NC(Cc1c[nH]c2ccccc12)C(=O)N1CCN(S(=O)(=O)c2ccccc2)CC1 (centres undefined)	-7	-2	i	-1	1	2	-0.9	-2	-2
CCC(C)(C)NC(=O)C(c1ccc(O)cc1)N(Cc1ccco1)C(=O)CCC(=O)Nc1ccccn1 (centres undefined)	2	-3	i	-7	3	-1	-0.3	-4	-2
CC1(C(=O)NS(=O)(=O)c2cccc(OC(F)F)c2)CCN1C(=O)Cc1cccs1 (centres undefined)	5	-6	i	10	-5	3	-0.5	-8	3
Cc1ccc(-c2cc(=O)c3ccccc3[nH]2)cc1	-5	4	i	-3	3	-1	0.2	-8	-1
Cc1ccc(S(=O)(=O)N(CC(=O)Nc2ccc(F)cc2)C(=O)N2CCN(C)CC2)cc1	1	-5	i	15	-1	-2	-0.2	-7	-4
Cc1ccc(NC(=O)NNC(=O)C2CCN(Cc3ccc(F)cc3Cl)CC2)cc1	-13	-1	i	-8	3	-15	-0.9	-8	2
O=C(CN1C(=O)c2ccccc2C1=O)N1CCN(S(=O)(=O)c2ccccc2)CC1	2	-2	i	0	-2	-3	0.6	-1	-4
COc1ccccc1-c1nnc(SCC(=O)Nc2ccc(Cl)cc2Cl)o1	-5	2	i	-31	1	1	0.6	-5	-2
COc1ccccc1NC(=O)COc1ccc2ccccc2c1	4	5	i	-3	1	-5	-1.2	23	4
CN(C)C(=O)c1ccc2c3c(cccc13)CC2	-4	2	i	2	2	-2	-0.9	-9	-3
O=C(CCS(=O)(=O)c1ccccc1Cl)Nc1ccc(S(=O)(=O)Nc2ncccn2)cc1	-5	1	i	11	3	1	-1.2	-2	4
CC(C(=O)NC1=NCCS1)N1C(=O)C2CC=CCC2C1=O (centres undefined)	2	7	i	-14	2	1	-0.6	-7	-1
O=C1/C(=C/c2ccc(S(=O)(=O)O)cc2S(=O)(=O)O)CCc2ccccc21	-6	-1	.	.	.	-2	1.3	-8	3
FC(F)(F)c1ccc(NC(=S)NCc2ccccc2)cc1	7	-8	i	-12	2	-7	-0.3	23	0
O=C(NN1CCN(Cc2ccccc2)CC1)c1ccc(N2CCOCC2)c([N+](=O)[O-])c1	-4	7	i	10	-3	0	0.0	-3	-1
Cc1ccc2nc(NCCCNC(=O)c3cnccn3)c(C#N)cc2c1	-9	-2	i	30	-1	0	0.8	-6	-7
O=C(COc1ccccc1C(=O)Nc1ccccc1)NCCc1ccccc1	0	-8	i	-3	-1	-5	-1.4	3	1
COc1ccc(CNC(=O)[C@@H](NC(=O)C2CCN(S(=O)(=O)c3ccc(C)cc3)CC2)C(C)C)cc1OC	-6	-3	i	-2	2	-4	0.0	-5	-1
COc1ccc(C(=O)COC(=O)/C=C/c2ccccc2)c(OC)c1	-1	9	i	-13	-3	-10	-0.3	19	-1
CC(Nc1ccc([N+](=O)[O-])cc1[N+](=O)[O-])c1ccccc1 (centres undefined)	3	-2	i	-6	0	-7	36*	31	17
Cc1ccccc1S(=O)(=O)NC(=NCc1ccc(F)cc1)c1ccccc1	-12	-4	i	-2	-2	0	-0.1	6	2
COc1cccc(C2/C(=C(/O)c3ccc4c(c3)OCO4)C(=O)C(=O)N2CCN2CCOCC2)c1 (centres undefined)	-9	2	i	1	-16	-10	3.2	-8	-1
O=C(NCc1ccccn1)c1ccc2nc(C3CCCCC3)oc2c1	-7	-5	i	10	-5	-10	1.1	-5	-6
Cc1nc2ccc(NC(=O)COc3ccccc3C)cc2s1	0	4	i	-90	1	-10	-0.8	-8	0
Cc1ccc(S(=O)(=O)N2CCC[C@H]2C(=O)OC(C)C(=O)Nc2ncc(Cl)cc2Cl)cc1 (some centres undefined)	1	1	i	10	-4	-9	0.2	-5	2
Cc1ccc(-c2nc3ncccn3c2Nc2ccc3c(c2)OCCO3)o1	-13	-2	i	17	-2	-1	1.1	3	-6
COc1ccc(NS(=O)(=O)c2cc(C(=O)NNC(=O)c3ccncc3)ccc2OC)c(OC)c1	-1	3	i	-7	4	-1	0.9	-10	-4
Cc1nn(C)cc1/C=N/NC(=O)Cn1nccc1C	0	-4	i	0	-1	-7	-0.3	-14	2
COc1ccccc1NC(=O)CCC(=O)Nc1nnc(C2CCCCC2)s1	-17	-3	i	-4	4	-1	-0.3	-3	1
CC1=CC(C)(C)N(C(=O)CNC2CCCC2)c2cc(C)ccc21	3	5	i	-2	2	-1	0.0	-2	1

The list continues:
SMILES	eLon inh	CSN deneddyl inh	Rpn11 block	MLLE-PAM2 inh	Rin1-Abl PPI inh	bovine MsrA act	MsrA inhibitor	FAS-TE inh	MT1-MMP act inh
O=C(/C=C\Nc1ccc2c(c1)OCO2)c1ccc2c(c1)OCO2	-17	-1	+	-113	1	-4	2.5	-5	-1
O=C(Nc1ccccc1)N1CCCCC1c1cccnc1 (centres undefined)	-4	2	i	3	2	-4	0.9	-8	-2
COCc1c(C(=O)OCC(=O)c2ccc[nH]2)oc2ccccc12	-1	1	i	-5	-2	-2	-0.5	-2	4
Fc1cc(Cl)ccc1NC1=NCCCCC1	3	-1	i	2	3	-2	-0.8	-9	0
O=C(/C=C/c1ccccc1[N+](=O)[O-])N1CCc2ccccc2C1	-2	2	i	8	-4	-2	0.1	13	0
Fc1cccc(NC(=S)NCCCN2CCOCC2)c1	6	-4	i	18	4	-5	-0.8	-5	1
Cc1ccc(OCC(=O)Nc2nnc(C3CCCO3)s2)c(Br)c1 (centres undefined)	7	0	i	1	5	-4	-1.0	-9	-1
NC(=O)C1CCN(C(=O)/C(=C/c2ccco2)NC(=O)c2ccccc2)CC1	6	2	i	0	1	-7	1.3	-5	0
CC(Sc1sc(=S)sc1SC(C)C(=O)O)C(=O)O (centres undefined)	-1	4	i	30	0	-4	2.7	-5	9
Cc1cccc(-c2nnc(SCC(=O)Nc3cccc(C(=O)N4CCOCC4)c3)n2C)c1	0	-1	i	19	0	-5	1.0	-3	6
CCC(CC)C(=O)N1CC(=O)Nc2ccc(C)cc2C1c1ccccc1 (centres undefined)	-3	-1	i	8	4	-4	1.2	1	1
CC(C)(C)NC(=O)Cn1ccc(=N)c2ccccc21	7	2	i	8	2	0	2.2	-10	7
C/C(CC(=O)Nc1ccc(Cl)c(C(F)(F)F)c1)=N\NC(=O)c1cnccn1	-6	-1	i	6	-3	-4	1.2	6	-3
COc1ccc(N2C(=NC(=O)C3CC3)SC3CS(=O)(=O)CC32)cc1Cl (centres undefined)	4	-7	i	-3	-2	-1	-0.9	-3	-2
CC(O)CNC(=O)C1CCN(Cc2ccc(OCc3ccccc3)cc2)CC1 (centres undefined)	-5	1	i	-5	2	1	-0.2	-1	-5
Cc1cc(C(=O)OCC(=O)c2ccc3c(c2)OCCO3)c(C)o1	-8	2	i	-3	0	-4	0.6	7	-6
CCOC(=O)c1ccc(NC(=O)c2nc[nH]c2C(=O)N2CCN(c3ccccc3)CC2)cc1	0	-2	i	30	5	-1	-0.2	-7	2
CC1(C(=O)NCc2ccccc2Br)CCN1C(=O)C1(c2ccc(Cl)cc2)CC1 (centres undefined)	4	4	i	10	-4	-7	-0.4	10	5
CCCCCc1cc(=O)oc2c(C(CCN3CCCC3)c3cc(OC)c(OC)c(OC)c3)c(OC)cc(OC)c12 (centres undefined)	-5	5	i	-31	-2	1	0.3	-4	2
COc1ccc(CC(=O)Nc2cccc(-c3nnc(-c4ccc(C)cc4)o3)c2)cc1OC	-13	-1	i	0	-5	-3	1.2	6	-23

Assay outcomes: PubChem BioAssay, several laboratories
